# HTT aggregate: inhibitors of mutant huntingtin aggregate formation in PC12 cells; Potency, µM (series often up to 46.1 µM), inactives show top-dose activity change, negative = inhibition, hits mostly inhibitors; 220,000 tested, 1.1% active; PC12 HttQ103-GFP aggregates, Acumen cytometry, 40 h; AID 1688; note: potency is the fitted concentration of half-maximal effect; % is set by controls: 0 for no effect and ±100 for the full control effect; nearly all actives have a fitted effect of over 60% in size
#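 Read-out: GFP aggregate count by laser scanning cytometer (488 nm excitation, 500-530 nm emission, 1–25 µm objects >6 SD above background). Cells: PC12, inducible HTTex1-Q103-GFP, 100 nM tebufenozide; compounds titrated.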
# NPSR antagonist: blocks cAMP signaling of the human neuropeptide S receptor. CHO-NPSR cells, cAMP TR-FRET, antagonist mode. AID 1461. 220,000 tested, 1% active. Potency, µM (series often up to 38.3 µM), for inactives: at the highest dose activity change, negative = inhibition, most hits filed as inhibitors; note: potency is the fitted concentration of half-maximal effect; % is set by controls: 0 for no effect and ±100 for the full control effect; nearly all actives have a fitted effect of over 50% in size; many of its hits are not listed in these tables
# Target sequence (Q6W5P4 whole entry, looked up): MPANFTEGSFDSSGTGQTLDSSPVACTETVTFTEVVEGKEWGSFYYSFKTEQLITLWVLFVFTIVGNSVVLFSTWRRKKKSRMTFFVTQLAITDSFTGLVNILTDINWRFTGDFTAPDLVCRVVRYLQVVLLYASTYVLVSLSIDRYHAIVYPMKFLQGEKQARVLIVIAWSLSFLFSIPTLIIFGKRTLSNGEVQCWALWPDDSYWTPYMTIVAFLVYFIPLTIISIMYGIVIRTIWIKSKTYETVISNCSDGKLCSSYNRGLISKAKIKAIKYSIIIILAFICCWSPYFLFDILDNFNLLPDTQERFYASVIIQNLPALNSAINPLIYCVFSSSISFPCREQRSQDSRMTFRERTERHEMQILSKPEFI
# Epigenetic reg: epigenetic control regulation, reporter derepression | murine LDR cells, GFP reporter derepression, 30 h | Potency, µM (highest dose often 53.9 µM), inactives show at the highest dose GFP activation, usual class: activators | 280,000 tested, 0.2% active | AID 1865; note: potency is the fitted concentration of half-maximal effect; % of control where 0% means no effect; nearly all actives have a fitted effect of over 60% in size
#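 Readout is the number of GFP-expressing murine LDR cells, counted by cytometry following washing. Cells were treated with compound for 30 h at 37 C; the stably integrated CMV-GFP locus is normally silent.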
# CBFb-RUNX1 inh: blocks binding between human CBF-beta and RUNX1 | AID 1477 | 230,000 tested, under 10 active | Q01196+Q13951 | AlphaScreen CBFb-His/RUNX1-biotin binding, biochemical | Potency, µM (doses to about 59.8 µM), inactives show at the top dose activity, negative = inhibition, actives largely listed as inhibitors; note: % of control where 0% means no effect
# Target sequence (Q01196 whole entry, looked up): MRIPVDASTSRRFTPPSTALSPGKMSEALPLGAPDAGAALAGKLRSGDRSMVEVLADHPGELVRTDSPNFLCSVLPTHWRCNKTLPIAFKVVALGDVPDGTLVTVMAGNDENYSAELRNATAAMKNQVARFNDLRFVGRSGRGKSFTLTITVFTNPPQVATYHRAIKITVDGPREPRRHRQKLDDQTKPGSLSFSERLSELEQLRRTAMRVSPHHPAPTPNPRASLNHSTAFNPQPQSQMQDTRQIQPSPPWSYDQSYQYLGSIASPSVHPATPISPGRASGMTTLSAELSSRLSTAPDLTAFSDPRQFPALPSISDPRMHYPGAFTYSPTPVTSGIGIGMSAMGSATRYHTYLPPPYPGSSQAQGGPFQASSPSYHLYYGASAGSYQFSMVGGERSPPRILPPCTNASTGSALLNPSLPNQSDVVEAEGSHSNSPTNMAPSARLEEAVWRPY
# Target sequence (Q13951 whole entry, looked up): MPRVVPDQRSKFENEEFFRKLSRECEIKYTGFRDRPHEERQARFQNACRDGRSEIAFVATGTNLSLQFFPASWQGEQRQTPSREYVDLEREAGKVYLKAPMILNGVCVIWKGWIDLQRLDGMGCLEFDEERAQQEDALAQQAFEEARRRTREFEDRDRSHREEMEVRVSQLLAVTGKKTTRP
#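 AlphaScreen proximity signal reports loss of binding between His-tagged CBF-beta and biotin-labelled RUNX1, each at 30 nM. Proteins are pre-associated for 20 minutes, compounds added for 15 minutes, then beads for 90 minutes, all at ambient temperature.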
# KinaseGlo FLuc: Kinase-Glo luciferase inhibition (counter-screen) | Q27757 | 200,000 tested, 0.28% active | AID 1379 | Kinase-Glo luciferase, ATP luminescence, 8 min | Potency, µM (top dose mostly 38.3 µM), without a hit: at the top dose activity change, negative = inhibition, hits mostly inhibitors; note: potency is the fitted concentration of half-maximal effect; % is set by controls: 0 for no effect and ±100 for the full control effect; nearly all actives have a fitted effect of over 60% in size
#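 Compounds were added to a substrate mix at pH 7.2 (50 mM imidazole, 10 uM ATP, within the enzyme's linear range), followed by Kinase-Glo detection reagent; luminescence was measured after 8 minutes at ambient temperature.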
# IMPase Li inh: membrane-permeable IMPase blocker, potentiated with lithium | Potency, µM (top dose mostly 59.4 µM), for the others: at the top dose activity, negative = IMPase inhibition, actives largely listed as inhibitors | 210,000 tested, 0.35% active | AID 1457 | CHO-M1 cells, IP1 TR-FRET (IP-One), carbachol + lithium;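 note: IP1 builds up when IMPase is blocked and the TR-FRET signal falls; potency is the fitted concentration of half-maximal effect; plate controls were basal vehicle for no effect and high inhibitor control for full effect; nearly all actives have a fitted effect of over 50% in size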
#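 Lithium-sensitised IP1 accumulation assay; M1-expressing CHO cells treated 30 min at 37C with compound. Competitive antibody detection by time-resolved FRET followed a 10 min room-temperature lysis step.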
# Lamin A splicing: modulators of lamin A splicing; AID 1487; Potency, µM (doses to about 46.1 µM), inactives show at the highest dose ratio change, negative = inhibition, hits mostly inhibitors; 200,000 tested, 0.01% active; HeLa LMNA splicing GFP/RFP minigene ratio, 48 h; active = well fitted inhibition curve with a large enough effect in the signal ratio, with a control signal flat, not every such curve was filed as active; inconclusive = small, poorly fitted or top-dose-only effect, or effect the other way, or a change in a side signal; the % refers to the signal ratio; note: potency is the fitted concentration of half-maximal effect; % is set by controls: 0 for no effect and ±100 for the full control effect
#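 Read-out is the ratio of GFP to DsRed2 object intensity, acquired by 488 nm laser-scanning cytometry on HeLa lamin A-EGFP minigene reporter cells. Compound incubation 48 hrs at 37 °C in Opti-MEM with 2% FBS; DMSO 0.5% final.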
# Starred values were filed as active, the others as inactive; ? = inconclusive; . = no result given; & = joins results of further samples; [ ] = remark or other dose. Unless noted, calls come from the whole dose curve; as a rule, active = well fitted curve in the direction sought with a large enough effect; inconclusive = small, poorly fitted or top-dose-only effect, or another doubt; inactive = no such curve, though single readings can be large; an effect the other way counts as inactive or inconclusive.
SMILES,HTT aggregate,NPSR antagonist,Epigenetic reg,CBFb-RUNX1 inh,KinaseGlo FLuc,IMPase Li inh,Lamin A splicing
CNC(=O)Nc1ccccc1C(=O)Nc1ccccc1,-9%[9.22 µM],-26%,-6.3%,2%,.,.,.
CCCCn1nnnc1SCC(=O)Nc1ccc(N(C)C)cc1,10%[9.22 µM],-19%[46.1 µM],-4.5%,-8%,-1%,-8%[38.3 µM],9%
CCN(CC)S(=O)(=O)c1cc(C(=O)O)c(Cl)cc1Cl,-12%,-1%[46.1 µM],-1.1%,3%,0%,6%[38.3 µM],0%
CN=C1C([N+](=O)[O-])=CC=C2C1=NC1(CCCCC1)N2O,5%,-45%,1.0%,-6%,?,-5%,6%
O=C(NCCC1=CCCCC1)N[C@@H](Cc1ccccc1)C(=O)O,-3%,-7%[46.1 µM],-1.0%,2%,2%,7%[38.3 µM],4%
S=C1NC[C@H](CC2CCCCC2)N1CCc1cccc2ccccc12,-4%[9.22 µM],?,-3.0%,1%,.,.,.
N#Cc1cc2c(nc1SCC(=O)Nc1nccs1)CCCCC2,-25%,?,0.0%,11%,0%,?,7%
CCC1CC2(C)NC(=O)c3c(sc4c3CC(C)(C)OC4)N2C1=O (stereo not drawn),5%,2%[46.1 µM],-1.1%,0%,-1%,-11%[38.3 µM],1%
Cc1ccc(NC(=O)CN2C(=O)NC3(CCCc4ccccc43)C2=O)cc1S(=O)(=O)N1CCOCC1 (stereo not drawn),-1%[9.22 µM],-15%,-4.6%,6%,5%,13%,?
CN1C(=O)C(CC(=O)Nc2ccc(F)cc2)N(Cc2cccs2)C1=S (stereo not drawn),-2%[9.22 µM],21%,1.1%,0%,.,.,?

# Full records as entered above.
# Listed for CN1C(=O)C(CC(=O)Nc2ccc(F)cc2)N(Cc2cccs2)C1=S (stereo not drawn) : HTT aggregate = -2%[9.22 µM]; NPSR antagonist = 21%; Epigenetic reg = 1.1%; CBFb-RUNX1 inh = 0%; KinaseGlo FLuc = .; IMPase Li inh = .; Lamin A splicing = ?
# Listed for CN=C1C([N+](=O)[O-])=CC=C2C1=NC1(CCCCC1)N2O : HTT aggregate = 5%; NPSR antagonist = -45%; Epigenetic reg = 1.0%; CBFb-RUNX1 inh = -6%; KinaseGlo FLuc = ?; IMPase Li inh = -5%; Lamin A splicing = 6%

# Next entries follow:
SMILES,HTT aggregate,NPSR antagonist,Epigenetic reg,CBFb-RUNX1 inh,KinaseGlo FLuc,IMPase Li inh,Lamin A splicing
COc1cc(/C=C/C(=O)OCC(=O)NCCC2=CCCCC2)ccc1O,13%,-13%,-1.4%,6%,0%,6%,6%[46 µM]
COc1ccc(C(=O)CSc2nnc(CNc3nc(-c4ccccc4)cs3)n2C)cc1,-11%,-27%[46.1 µM],2.2%,-6%,-3%,4%[38.3 µM],?
CCn1c(SCC(=O)Nc2nc(-c3ccccc3)cs2)nnc1-c1ccccc1O,?,-4%[46.1 µM],-7.1%,-2%,0%,8%[38.3 µM],?
CCOC(=O)c1cnc(SCC(=O)Nc2ccc(NC(C)=O)c(OC)c2)nc1N,9%,-8%[46.1 µM],-1.1%,5%,1%,-3%[38.3 µM],13%
COc1ccc(NC(=O)c2c(NC(=O)CCC(=O)O)sc(-c3ccccc3)c2C)cc1,2%,-19%,-1.5%,-1%,0%,-5%,-5%[46 µM]
Cc1nc2cc(N3CCN(C)CC3)c(NC(=O)Cc3ccccc3)cc2c(=O)n1Cc1ccccc1,2%,0%[46.1 µM],-12%,1%,.,.,-2%
CSc1nnc2c(n1)OC(c1ccccn1)N(C(C)=O)c1ccccc1-2 (stereo not drawn),12%,8%,0.0%,9%,2%,0%,-2%[46 µM]
CN(C)c1cccc(NC(=O)C2(C)CC2(Cl)Cl)c1 (stereo not drawn),-16%,16%,1.1%,0%,2%,5%,-1%
CCc1ccc(NC(=O)Cn2c(SC)nc3ccccc32)cc1,10%,-7%[46.1 µM],-4.3%,6%,.,.,?
CC(Oc1ccc(Cl)cc1Cl)C(=O)N/N=C1\CCCc2ccccc21 (stereo not drawn),-2%,-9%[46.1 µM],-1.0%,-2%,-2%,4%[38.3 µM],-2%
Cc1nn(C)c(C)c1CN(C)C(=O)c1cc2n(n1)C(C(F)(F)F)CC(c1cccs1)N2 (stereo not drawn),?,0%[46.1 µM],-1.1%,0%,2%,7%[38.3 µM],5%
CC1(C)CC(=O)c2cnc(NC(=O)CSc3nc4ccccc4o3)nc2C1,-4%,8%,-1.0%,3%,-2%,5%,4%
COc1ccc(C(=O)c2sc(Nc3ccccc3)c(C(=O)Nc3ccc(OC)c(OC)c3)c2N)cc1,4%,-27%[46.1 µM],2.9%,?,-7%,6%[38.3 µM],9%
CC(C1CC2CCC1C2)N1CC(O)=C(c2nc3ccccc3[nH]2)C1=N (stereo not drawn),14%[9.22 µM],34%[7.67 µM],1.1%,-3%,.,.,.
CNC(=O)CC1C(=O)N(Cc2ccccc2)C(=S)N1NC(=O)c1cccc(F)c1 (stereo not drawn),?,8%,0.0%,0%,-2%,0%,8%
Nc1ncn([C@@H]2O[C@H](CO)[C@@H](O)[C@H]2O)c(=O)n1,13µM*,-5%[46.1 µM],?,-9%,-8%,2%&-9%,?
CS(=O)(=O)N(CC(=O)Nc1ccccc1C(=O)N1CCCC1)c1ccc2c(c1)OCO2,22%,1%,-1.1%,-2%,2%,3%,0%[46 µM]
Cc1nnc(Nc2ccc(Cl)cc2)s1,19%[9.22 µM],-4%,-1.0%,14%,.,.,.
CC1(C)NC(=O)N(CC(O)COc2cc3ccccc3cc2C(=O)N2CCCCC2)C1=O (stereo not drawn),7%,-5%[46.1 µM],-1.9%,12%,-5%,4%[38.3 µM],5%
O=C(Cn1c(=S)[nH]c2ccccc2c1=O)N1CCN(c2ccccc2)CC1,17%,-10%,4.9%,9%,2%,-25%,-15%[46 µM]

# HTT aggregate: entries above that show a hit.
SMILES	HTT aggregate	NPSR antagonist	CBFb-RUNX1 inh	Lamin A splicing
Nc1ncn([C@@H]2O[C@H](CO)[C@@H](O)[C@H]2O)c(=O)n1	13µM*	-5%[46.1 µM]	-9%	?

# Following part:
SMILES,HTT aggregate,NPSR antagonist,Epigenetic reg,CBFb-RUNX1 inh,KinaseGlo FLuc,IMPase Li inh,Lamin A splicing
N#CC(C#N)=C1C=CC=CN1/C(=C\c1ccccc1Cl)C(=O)c1ccccc1,.,7.9µM*,?,-23%,3%,10%,?
CC(C)[C@@H](CC(=O)N[C@@H]1CCNC[C@H]1C(=O)N[C@H](CC(=O)N[C@@H](CCC(=O)O)CC(=O)O)Cc1ccccc1)NC(=O)C[C@H](Cc1ccccc1)NC(=O)[C@@H]1CNCC[C@H]1N,.,.,2.3%,3%,-5%,28%,.
COCC(=O)NC1CC2CCCC(C1)N2Cc1ccccc1 (stereo not drawn),-2%,7%[46.1 µM],-1.0%,3%,3%,13%[38.3 µM],-2%
O=C(Nc1ccc(F)cc1)c1ccc(COc2ccccc2)cc1,-8%,-38%,-1.0%,0%,-2%,13µM*,?
O=C(OCC(=O)N1CCc2ccccc21)c1nc(Cl)ccc1Cl,-4%,3%,2.6%,4%,-4%,-7%,.
O=C(COC(=O)C1CCC(=O)N1)Nc1ccc(Oc2ccccc2)cc1 (stereo not drawn),-16%,1%,-1.8%,4%,6%,0%,.
COC(=O)c1ccc2c(=O)sc(N3CCC(C(N)=O)CC3)nc2c1,3%,0%[46.1 µM],-0.9%,9%,4%,-7%,-3%
CCCC(=O)OC/C(O)=C(\C#N)c1nc2ccccc2[nH]1,-11%,-10%,8.4%,-1%,1%,2%,-9%[46 µM]
COc1ccc(C(=O)Nc2ccc(S(=O)(=O)Nc3nccnc3OC)cc2)cc1,-10%,2%[46.1 µM],-0.7%,0%,1%,13%[38.3 µM],11%
CS(=O)(=O)Nc1ccccc1C(=O)Nc1ccccc1Cl,-11%,7%[46.1 µM],-1.1%,13%,-2%,1%,-10%

# Some of these compounds in order of the HTT aggregate value, falling.
Structure,HTT aggregate
COCC(=O)NC1CC2CCCC(C1)N2Cc1ccccc1 (stereo not drawn),-2%
O=C(Nc1ccc(F)cc1)c1ccc(COc2ccccc2)cc1,-8%
CS(=O)(=O)Nc1ccccc1C(=O)Nc1ccccc1Cl,-11%

# Later entries.
SMILES,HTT aggregate,NPSR antagonist,Epigenetic reg,CBFb-RUNX1 inh,KinaseGlo FLuc,IMPase Li inh,Lamin A splicing
COc1ccccc1NC(=S)N(Cc1cccnc1)Cc1ccccc1Cl,-15%,-20%,-1.1%,3%,-1%,10%,.
Cc1ccc(C(=O)NC(=S)NCCN2CCOCC2)cc1,22%,9%,-0.9%,-1%,-1%,6%,7%
CCn1c(SCC(=O)N2CCc3ccccc3C2)nc2c1c(=O)n(C)c(=O)n2C,-6%,-11%[7.67 µM],2.4%,4%,-1%,8%[38.3 µM],-1%
CCC/C=N/NC(=O)c1ccccc1O,-6%[9.22 µM],-13%,1.1%,4%,0%,-1%,-17%[46 µM]
O=C(Nc1ccc(Cl)cn1)c1ccc2c(Cl)c3c(nc2c1)CCC3,-27%[9.22 µM],-45%,-4.6%,1%,.,.,.
CCO[C@@H]1OC(C(=O)N2CCOCC2)=C[C@H](c2ccccc2)[C@H]1CCCO,4%[9.22 µM],-8%,-3.0%,0%,.,-3%,.
O=C(CSc1nc2cc(Cl)ccc2s1)c1ccco1,3%[9.22 µM],-17%[46.1 µM],-0.7%,-6%,1%,-6%[38.3 µM],14%
O=C(O)C1=C(C(=O)Nc2cccc(C(F)(F)F)c2)CCCC1,-4%,54%,-1.2%,1%,-1%,-8%,.
COc1ccc(CCN(C)C(=O)C2CCN(Cc3ccccc3)CC2)cc1OC,-7%[9.22 µM],-18%,6.7%,-3%,0%,3%,14%[46 µM]
CCCCCc1ccc(C(=O)CCCC)c(=S)[nH]1,?,-58%,0.4%,-12%,4%,3%,.
CCOc1ccc2c(c1)C(c1ccccc1)=NNC(c1ccccc1)=N2,4%,-4%,-1.0%,-2%,0%,19%,1%
COc1ccc(C(=O)Nc2ccccn2)cc1,-1%,9%[46.1 µM],-2.0%,8%,0%,-3%,-15%
CC1=CN2C(=N)/C(=C\c3cn(CCCOc4ccccc4)c4ccccc34)C(=O)N=C2S1,11%,-6%,?,1%,1%,5%,-9%
Cc1cc(C)c(OCCOCCN(C)C)c(Br)c1,-20%,15%,4.5%,?,-3%,1%,2%

# Bioassay records: PubChem BioAssay, National Center for Advancing Translational Sciences (NCATS)

# Only part of the results is shown (hit frequency here may not be typical).
